Screening data from PubChem.
ERG Ets-DNA blk: qHTS for Small Molecule Inhibitors of the ERG Ets/DNA interaction; fluorescence polarization, His-ERG Ets domain / labelled DNA; AID 624246, 2012; Potency, µM (titrated, usually from 76.9 µM), for the others: at the top dose FP activity, negative = inhibition, usual class: inhibitors; 370,000 tested, 0.028% active; Transcriptional regulator ERG (Homo sapiens), P11308; active = well fitted inhibition curve with a large enough effect in the polarisation, with a control signal flat; inconclusive = small, poorly fitted or top-dose-only effect, or effect the other way, or a change in a side signal; inactive = no such curve, though single readings can be large or run the other way; the % refers to the polarisation;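 note: polarization taken with two DNA probes labelled with fluorescein and Texas red; potency is the fitted concentration of half-maximal effect; % of control where 0% means no effect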
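His-tagged ERG Ets domain (1 uM in the protein solution; 300mM KCl, 50mM Tris-HCl, 1mM EDTA, 1mM DTT, pH 7.5) received compound, then a probe mix of 5 nM fluorescein-DNA and 100nM Texas-615-DNA. Fluorescence polarization was read for both dyes.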
Pol eta inh: qHTS for Inhibitors of Polymerase Eta | AID 588591, 2011 | Potency, µM (series often up to 114 µM), inactives show at the highest dose activity change, negative = inhibition, actives largely listed as inhibitors | recombinant Pol eta, fluorescent DNA replication assay | 390,000 tested, 1.2% active | DNA polymerase eta (Homo sapiens), Q9Y253; note: potency is the fitted concentration of half-maximal effect; % is set by controls: 0 for no effect and ±100 for the full control effect
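Pol eta (10 nM) was preincubated with compounds for 15 min at room temperature, after which fluorescent replication substrate (50 nM final) was added to start the reaction. Fluorescence was read kinetically at 0 and 10 min.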
Apoferritin bind: qHTS Assay for Identification of Novel General Anesthetics; AID 485281, 2010; Potency, µM (series often up to 77.5 µM), without a hit: top-dose activity change, negative = displacement, hits mostly inhibitors; Ferritin light chain (Equus caballus), P02791; 350,000 tested, 0.074% active; apoferritin/1-aminoanthracene competitive binding, fluorescence; note: potency is the fitted concentration of half-maximal effect; % is set by controls: 0 for no effect and ±100 for the full control effect; nearly all actives have a fitted effect of over 20% in size
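10 uM apoferritin + 50% sat. 1-AMA, PBS; cpd 10 min RT; Ex380/Em535 endpoint; normalized to free probe vs complex; 4-param Hill fit; propofol titration as pos. ctrl.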
APEX1 inh: qHTS Assay for Inhibitors of the Human Apurinic/apyrimidinic Endonuclease 1 (APE1); recombinant APE1, TAMRA/BHQ-2 abasic DNA cleavage fluorescence; AID 2517, 2012; Potency, µM (titrated, usually from 65.8 µM), for the others: at the top dose activity change, negative = inhibition, hits mostly inhibitors; 350,000 tested, 0.35% active;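 note: potency is the fitted concentration of half-maximal effect; plate controls were vehicle for no effect and reference inhibitor for full effect; nearly all actives have a fitted effect of over 55% in size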
Target sequence (P27695 whole entry, looked up): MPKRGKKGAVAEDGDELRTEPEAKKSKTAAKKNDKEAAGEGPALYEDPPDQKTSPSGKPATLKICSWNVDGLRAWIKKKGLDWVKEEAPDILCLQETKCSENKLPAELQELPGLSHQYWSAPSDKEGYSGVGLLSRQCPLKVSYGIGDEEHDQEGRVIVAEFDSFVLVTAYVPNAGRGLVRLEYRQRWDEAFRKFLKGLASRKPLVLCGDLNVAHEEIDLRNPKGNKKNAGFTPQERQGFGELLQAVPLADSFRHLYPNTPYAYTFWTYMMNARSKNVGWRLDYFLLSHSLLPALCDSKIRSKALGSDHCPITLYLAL
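Enzyme (0.75 nM final) and test compound are incubated 15 min at room temperature before adding 50 nM quenched THF abasic-site duplex. Cleavage dequenches TAMRA, followed at 525/598 nm over three reads one minute apart.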
POLB inh: qHTS Assay for Inhibitors of DNA Polymerase Beta; 340,000 tested, 1.3% active; AID 485314, 2010; Potency, µM (series often up to 114 µM), inactives show top-dose activity change, negative = inhibition, actives largely listed as inhibitors; P06746; Pol beta primer extension/strand displacement, fluorescence kinetic; note: potency is the fitted concentration of half-maximal effect; % is set by controls: 0 for no effect and ±100 for the full control effect
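Homogeneous kinetic assay of primer extension and strand displacement by 10 nM Pol beta, preincubated 15 min at room temperature with compound before 50 nM substrate (final) was added. Read at 0 and 10 min; four-parameter Hill fit.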
POLK inh: qHTS for Inhibitors of Polymerase Kappa | 400,000 tested, 0.53% active | DNA polymerase kappa (Homo sapiens), Q9UBT6 | Potency, µM (doses to about 107 µM), for inactives: top-dose activity, negative = inhibition, most hits filed as inhibitors | purified Pol kappa, fluorescent DNA synthesis assay, 10 min; note: potency is the fitted concentration of half-maximal effect; % is set by controls: 0 for no effect and ±100 for the full control effect
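Kinetic fluorescence readout at 0 and 10 min followed reaction start with substrate at 50 nM final. Beforehand, enzyme (10 nM Pol kappa) stood 15 min with compound at room temperature; buffer-only wells were negative controls.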
RGS4 inhibitor: Inhibitors of Regulator of G Protein Signaling (RGS) 4: qHTS | AID 504845, 2011 | Potency, µM (titrated, usually from 114 µM), for inactives: at the top dose activity change, negative = inhibition, actives largely listed as inhibitors | Transcreener GDP fluorescence polarization, RGS4-accelerated GTP hydrolysis | 390,000 tested, 0.039% active | Regulator of G-protein signaling 4 (Homo sapiens), P49798; note: potency is the fitted concentration of half-maximal effect; % is set by controls: 0 for no effect and ±100 for the full control effect; nearly all actives have a fitted effect of over 75% in size; some results filed as inactive show a strong effect at the top dose
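MLSMR compounds (23 nl, pin-transferred) preincubated 10 min at room temperature with a 500nM (2x) first reagent, then RGS4 at 900nM (2x) plus Transcreener GDP mix added; fluorescence polarization (620/688 nm) read before and after 90 min at 30 °C.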
12-LOX inh: Primary qHTS assay for inhibitors of human arachidonate 12S-lipoxygenase (ALOX12): Round 2; Potency, µM (top dose mostly 108 µM), inactives show at the top dose activity change, negative = inhibition, hits mostly inhibitors; purified 12hLO, xylenol orange hydroperoxide absorbance; Polyunsaturated fatty acid lipoxygenase ALOX12 (Homo sapiens), P18054; AID 1671190, 2021; 580,000 tested, 1.1% active; note: potency is the fitted concentration of half-maximal effect; % is set by controls: 0 for no effect and ±100 for the full control effect
Target sequence (P18054 whole entry, looked up): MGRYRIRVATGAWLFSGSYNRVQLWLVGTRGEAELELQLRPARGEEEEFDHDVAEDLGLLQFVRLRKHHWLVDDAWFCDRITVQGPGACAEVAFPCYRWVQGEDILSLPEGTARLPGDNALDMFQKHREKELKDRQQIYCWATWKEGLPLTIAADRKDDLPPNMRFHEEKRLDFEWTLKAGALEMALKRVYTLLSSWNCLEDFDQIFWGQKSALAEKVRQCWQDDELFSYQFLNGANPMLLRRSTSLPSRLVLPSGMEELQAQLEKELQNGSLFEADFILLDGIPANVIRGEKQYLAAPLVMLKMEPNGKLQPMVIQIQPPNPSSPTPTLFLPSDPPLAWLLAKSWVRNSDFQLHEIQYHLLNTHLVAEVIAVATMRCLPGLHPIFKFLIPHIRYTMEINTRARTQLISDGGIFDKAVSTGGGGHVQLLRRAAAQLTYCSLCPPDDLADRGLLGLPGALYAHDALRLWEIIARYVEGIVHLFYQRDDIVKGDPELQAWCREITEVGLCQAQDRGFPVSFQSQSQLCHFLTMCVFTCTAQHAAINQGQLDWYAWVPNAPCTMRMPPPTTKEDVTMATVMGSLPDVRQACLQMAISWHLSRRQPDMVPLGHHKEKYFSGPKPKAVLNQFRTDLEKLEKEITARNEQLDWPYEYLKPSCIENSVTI
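Hydroperoxide product was detected by ferrous iron/xylenol orange as the 573 to 405 nm absorbance ratio. Arachidonic acid at 40 uM (final) was turned over for 30 min at room temperature by 150 nM human 12hLO, pH 7.0 Hepes buffer, after 15 min compound preincubation.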
LDHA block: qHTS assay for inhibitors of human lactate dehydrogenase. purified LDHA, NADH/diaphorase-resazurin fluorescence; hits give low values. L-lactate dehydrogenase A chain (Homo sapiens), P00338. activity change, % (values are at about 110 or 230 µM). 480,000 tested, 0.15% active; in the data active = activity change below about -30%; inconclusive = mostly about -25% to -30%;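 note: plate controls were DMSO wells for no effect and wells without enzyme for full effect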
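Enzyme activity of human lactate dehydrogenase 5 (2 nM; 0.06 mM NADH, 0.2 mM pyruvate, 5 min, RT) is measured via a resazurin/diaphorase fluorescence readout of residual NADH.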
* = called active by the depositor; i = inactive; u = inconclusive; x = no result given; & = joins results of further samples; [ ] = dose if it differs, or a comment. Unless noted, calls come from the whole dose curve; as a rule, active = well fitted curve in the direction sought with a large enough effect; inconclusive = small, poorly fitted or top-dose-only effect, or another doubt; inactive = no such curve, though single readings can be large; an effect the other way counts as inactive or inconclusive.

SMILES	ERG Ets-DNA blk	Pol eta inh	Apoferritin bind	APEX1 inh	POLB inh	POLK inh	RGS4 inhibitor	12-LOX inh	LDHA block
CCOC(=O)c1ccc(NC(=O)CSc2nnnn2CCCO)cc1	-7.2%	-19.4%	3.6%	-0.6%	11.6%	-3.4%	1.9%	2.8%	-2.0
Cc1oc(-c2ccccc2F)nc1CN1CCC(C(=O)NC2CC2)CC1	-10.7%	u	-8.8%	-3.2%	17.4%	-9.1%	9.6%	0.0%	0.0
NC(=S)N=Nc1ccc(O)cc1	x	-8.7%	x	x	x	-4.0%	u	u	19.1
CC(=O)O[C@@H](C[C@@H](C)C1=C2C[C@H](O)C3[C@@]4(C)CCC(=O)C(C)(C)C4CC[C@]3(C)[C@@]2(C)CC1)[C@H]1OC1(C)C (some centres undefined)	-8.1%	-20.7%	x	x	x	-3.2%	3.8%	2.0%	3.2
Cc1ccc(S(=O)(=O)N2CCOCCOCCOCCOCCOCC2)cc1	11.5%	-10.6%	-0.7%	54.8%[activator]	14.1%	8.5%	8.0%	10.7%	-0.1
OCCNc1nc(-c2ccccc2)c2cc(Br)ccc2n1	-2.4%	-11.7%	41.7%[activator]	-7.9%	44.1%	9.7%	-24.3%	u	2.2&1.8
Cc1cccc(CN2C(=O)c3ccccc3Sc3ccc(C(=O)NCc4ccco4)cc32)c1	2.4%	-12.1%	-10.4%	x	0.2%	-3.7%[60.1 µM]	-5.0%	0.0%	-8.7
COc1ccc(NC(=O)CN(C)C(=O)c2ccc(COc3ccccc3)o2)cc1	-0.1%	-10.6%	x	-4.9%	x	-5.8%	19.0%	-23.2%	-8.0
O=C(NCCO)C(=O)NCC(c1ccc2c(c1)OCO2)N1CCOCC1 (centres undefined)	3.5%	5.6%	6.5%	x	-2.7%	-1.5%[60.1 µM]	-12.1%	-13.3%	-1.2
Cc1cc(C(=O)N2CCCC2)n[nH]1	-5.0%	-11.1%	-3.1%	23.1%	-13.6%	8.7%	-11.5%	46.5%[activator]	0.4
C[C@@H]([C@H](O)c1ccc(O)cc1)N1CCC(Cc2ccccc2)CC1	x	x	-2.1%[29.3 µM]	-5.6%	x	-7.8%[19.4 µM]	i	u	x
COc1cc(OC)c(C(=O)NNC(=O)c2ccccc2-n2cccc2)cc1OC	3.5%	4.8%	x	8.7%	x	-15.3%	3.7%	171.7%[activator]	-2.5
CC1CCCN(C(=O)CCCn2c(=S)[nH]c3ccccc3c2=O)C1 (centres undefined)	-18.4%	-3.8%	u	5.4%	-0.9%	5.5%	-21.5%	-4.0%	-1.1
COc1cc(C(=O)ON=C2C=C(C)C(=O)C(C)=C2)cc(OC)c1OC	-5.0%	-15.4%	1.9%	7.4%	19.8%	-4.4%	12.7%	10.9%	5.3
O=C(C[n+]1cc(Br)cc(Br)c1)c1cccc([N+](=O)[O-])c1	4.4%	-14.5%	-9.4%	u	-1.7%	-1.4%	-52.3%	u	3.5
COc1ccc(NC(=S)NCc2cccs2)cc1	-3.3%	-2.6%	-6.3%	-6.7%	1.1%	-0.9%	-34.0%	u	-1.3
O=C1[C@H](Cc2ccccc2)NCC=CC[C@@H](c2ccc(Cl)cc2)N1Cc1ccccc1	-7.1%	-14.1%	x	x	x	-4.6%	8.3%	u	-0.6
CCCn1c(=O)n(C)c(=O)c2c(SCC(=O)Nc3cc(C)on3)nc(C(C)(C)C)nc21	-1.5%	2.0%	x	12.1%	x	-2.5%	4.9%	2.1%	-8.0
COc1ccc(CN2CC[C@@H](N3CCOCC3)[C@H](O)C2)cc1F	12.8%	1.5%	-8.9%	-3.2%	16.6%	-17.4%	3.6%	0.7%	-10.9
COc1ccc([C@H]2CC(=O)C=C(c3ccc(C)c4ccccc34)C2)cc1	-0.5%	-13.4%	x	-17.5%	x	-12.0%	-44.6%	12.1%	-0.3
Cc1ccc(CC(NC(=O)c2ccccc2)C(=O)NC(Cc2ccccc2)C(=O)O)cc1 (centres undefined)	2.4%	-13.0%	-4.4%	u	21.8%	-0.6%	u	-9.7%	-3.8
CCOC(=O)C(/C=C(\C#N)C(=O)OCC)=C(/N)N1CCN(c2ccc(Cl)cc2)CC1	-3.8%	-20.9%	-11.8%	0.0%	u	-10.0%	-2.6%	-1.9%	2.7
CCc1ccc(NC(=O)CCc2c(C)n(C)c3cc(-c4ccccc4C)nn3c2=O)cc1	0.7%	-17.3%	1.2%	x	-1.0%	-2.5%[60.1 µM]	-13.7%	0.0%	6.0
Cc1cccc(C)c1OCC(=O)NNC(=O)c1ccoc1C	-0.5%	6.1%	-7.5%	0.9%	13.6%	-9.4%	29.8%	378.5%[activator]	0.4
O=C1C2C3C=CC(C3=C3CCCCC3)C2C(=O)N1Cc1ccccc1 (centres undefined)	x	0.4%	-12.1%	u	0.0%	-4.8%	-14.2%	-11.1%	4.2
Cc1ccc(NC(=O)CS(=O)CC(=O)N(CC(=O)NC2CCCC2)c2cccc(C)c2C)cc1 (centres undefined)	x	-13.9%	-13.0%	9.7%	6.9%	0.6%	-8.5%	-12.5%	1.2
CCOC(=O)N1CCN(C(=O)c2ccc(OCC)c(OCC)c2)CC1	4.2%	-12.1%	9.4%	12.6%	-0.2%	-3.0%	-2.5%	-10.8%	-2.8
O=S1(=O)CCN(Cc2ccc(Cl)c(Cl)c2)CC1	-2.7%	-11.1%	-8.1%	-2.1%	24.6%	-8.2%	21.8%	-14.8%	-4.2
Cc1ccc(S(=O)(=O)Nc2ccc(S(=O)(=O)NCC3CCCO3)cc2)cc1 (centres undefined)	3.9%	-17.2%	-6.7%	20.2%[12.4 µM]	20.7%	-3.1%	-0.6%	12.3%	-6.7
COC(=O)c1ccc(CNC(=O)c2ccc(NS(=O)(=O)c3ccc4[nH]c(=O)[nH]c4c3)cc2)cc1	0.9%	-22.5%	x	8.6%	x	-7.5%	22.0%	-29.1%	1.4
Nc1ccc(C(=O)N/N=C/c2cccc(Oc3ccccc3)c2)cc1	-3.5%	u	u	15.1%	-4.0%	-8.2%	-16.9%	4.6%	-12.6
Cc1ccccc1NC(=O)c1c(C)oc2ccc(O)c(CN3CCCC3)c12	-1.8%	-12.5%	-9.6%	x	1.0%	16.5%	-6.0%	u	4.0
Cc1ccc([N+](=O)[O-])cc1NC(=O)c1ccc2c(c1)OCO2	-2.4%	-17.0%	-7.3%	-1.7%	-18.9%	-5.7%	-0.6%	-7.3%	1.8
c1ccc(CCc2cc3ccccc3[nH]2)cc1	13.4%	-25.0%	x	2.0%	x	-8.1%	-2.9%	u	2.5
COc1ccc([N+](=O)[O-])cc1NC(=O)c1ccc(C)o1	3.6%	-16.8%	6.8%	1.5%	55.6%	-4.2%	-11.3%	-12.1%	-7.2
CC(=O)Nc1ccc(NC(=O)c2ccc(NS(=O)(=O)c3cccc4cccnc34)cc2)cc1	9.5%	-18.7%	-5.2%	25.9%	0.1%	1.3%	-4.8%	11.4%	-10.9

Filtered by structure, those above with bromine (two)
SMILES	ERG Ets-DNA blk	Pol eta inh	Apoferritin bind	APEX1 inh	POLB inh	POLK inh	RGS4 inhibitor	12-LOX inh	LDHA block
OCCNc1nc(-c2ccccc2)c2cc(Br)ccc2n1	-2.4%	-11.7%	41.7%[activator]	-7.9%	44.1%	9.7%	-24.3%	u	2.2&1.8
O=C(C[n+]1cc(Br)cc(Br)c1)c1cccc([N+](=O)[O-])c1	4.4%	-14.5%	-9.4%	u	-1.7%	-1.4%	-52.3%	u	3.5

(further entries)
SMILES	ERG Ets-DNA blk	Pol eta inh	Apoferritin bind	APEX1 inh	POLB inh	POLK inh	RGS4 inhibitor	12-LOX inh	LDHA block
CCCCc1ccc(NC(=O)CSc2nc3ccccc3nc2N2CCCCC2)cc1	3.2%	-13.6%	6.4%	x	-2.3%	-22.0%	10.6%	-0.6%	-0.7
COc1ccc2[nH]c(=O)c(CN(C(=O)NC3CCCCC3)C3CCCCC3)cc2c1	2.6%	-6.1%	-10.9%	0.4%	2.1%	-5.2%	16.1%	u	0.8
Cc1ccsc1C(=O)Nc1nnc(-c2ccco2)o1	5.5%	1.6%	2.3%	9.0%	-2.8%	-17.7%	22.1%	0.0%	0.0
O=C(NC1CCCCC1)C(c1ccccc1)N(Cc1cccnc1)C(=O)c1csnn1 (centres undefined)	1.4%	-6.2%	-2.1%	8.7%	95.0%	0.9%	-8.7%	0.0%	-7.7
O=C(NCCc1nc(-c2ccccc2)cs1)c1ccc(Br)cc1	-1.6%	-5.1%	-7.7%	0.0%	0.9%	-16.3%	23.8%	-12.6%	-1.9
COC(=O)CSc1nc2sc3c(c2c(=O)n1Cc1ccccc1)CCC(C(C)(C)C)C3 (centres undefined)	3.7%	-3.4%	-0.6%	x	20.3%	0.8%	-18.7%	0.7%	3.0

Not all compounds are listed; the hit share may differ from the screen's.
